Bioassay records from PubChem BioAssay.
Shiga toxin inh = A qHTS for Small Molecule Inhibitors of Shiga Toxin | Vero cells, Shiga toxin protein synthesis inhibition reporter | 9.2% of 290,000 active | inhibition, % at 38.7 µM; in the data active means inhibition mostly above about 28%, no sharp cut-off; inactive means mostly below about 43%; further: 0% is about no effect
CHX counter = Cycloheximide Counterscreen for Small Molecule Inhibitors of Shiga Toxin. cell reporter, cycloheximide protein synthesis inhibition counterscreen. max response, %. 12% of 300,000 active. AID 2314, 2010; in the data active means max response mostly above about 13%, no sharp cut-off; inactive means mostly below about 14%; further: read at 38.3 µM for the half of the compounds with a filed dose; 0% is about no effect
AMA1 RON2 block = qHTS for Inhibitors of AMA1-RON; Towards Development of Antimalarial Drug Lead: Primary Screen | Plasmodium falciparum AMA1 (3D7) - RON2 peptide interaction | AlphaScreen AMA1-biotinylated RON2 peptide binding | Potency, µM (titrated, usually from 58.2 µM), for the others: at the top dose activity change, negative = inhibition, actives largely listed as inhibitors | 0.2% of 360,000 active | AID 720542, 2013;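 further: potency means the concentration at half of the fitted maximal effect; 0% = vehicle wells and -100% = peptide control; nearly all actives have a fitted effect of over 45% in size; some results filed as inactive show a strong effect at the top dose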
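AMA1 (3D7) with his tag at 25 nM final met compounds first, then biotinylated RON2 peptide at 25 nM; detection used donor plus acceptor beads, 10 µg/mL apiece, read by AlphaScreen after 30 min at room temperature.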
Pf growth 48h = Primary qHTS for delayed death inhibitors of the malarial parasite plastid, 48 hour incubation; Potency, µM (series often up to 28.7 µM), for the others: top-dose activity change, negative = inhibition, actives largely listed as inhibitors; AID 504832, 2011; 5.9% of 310,000 active; P. falciparum luciferase growth in erythrocytes, 48 h; further: potency means the concentration at half of the fitted maximal effect; on the % scale 0 is the no-effect control and ±100 the full control effect
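First compound was added to culture medium, then infected red cells at 0.1% parasitemia and 2% hematocrit (final). After incubation at 37 C under 5% CO2, luciferase detection reagent was dispensed and light output recorded.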
Pf growth 96h = Primary qHTS for delayed death inhibitors of the malarial parasite plastid, 96 hour incubation; 6.9% of 320,000 active; AID 504834, 2011; Potency, µM (doses to about 28.7 µM), for inactives: top-dose activity change, negative = inhibition, hits mostly inhibitors; P. falciparum luciferase reporter growth, 96 h; further: potency means the concentration at half of the fitted maximal effect; on the % scale 0 is the no-effect control and ±100 the full control effect
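P. falciparum expressing integrated firefly luciferase grown in erythrocytes (2% hematocrit, 0.05% parasitemia final) with compounds for 96 hours at 37 C, 5% CO2. Growth inhibition read as loss of luminescence after adding luciferase detection reagent.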
TbPYK inhibitor = qHTS of Trypanosoma Brucei Inhibitors; TbPYK enzyme, Kinase-Glo Plus ATP luminescence, 45 min; 0.12% of 410,000 active; Potency, µM (highest dose often 76.8 µM), for inactives: at the highest dose activity, negative = inhibition, usual class: inhibitors; pyruvate kinase (Trypanosoma brucei), Q57TT1; further: potency means the concentration at half of the fitted maximal effect; on the % scale 0 is the no-effect control and ±100 the full control effect; nearly all actives have a fitted effect of over 50% in size
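Screened from lowest to highest concentration, compounds were pinned into TbPYK/substrate mixtures, and ADP (130 uM final) was added. Plates sat at room temperature for 45 min prior to Kinase-Glo Plus detection by luminescence.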
LmPK inh = qHTS Assay for Inhibitors of Leishmania Mexicana Pyruvate Kinase (LmPK); Q27686; purified LmPK, Kinase-Glo ATP luminescence, 1 h; Potency, µM (titrated, usually from 57.5 µM), inactives show at the top dose activity change, negative = inhibition, hits mostly inhibitors; 0.37% of 290,000 active; AID 1721, 2009; further: potency means the concentration at half of the fitted maximal effect; on the % scale 0 is the no-effect control and ±100 the full control effect
Target sequence (Q27686 whole entry, looked up): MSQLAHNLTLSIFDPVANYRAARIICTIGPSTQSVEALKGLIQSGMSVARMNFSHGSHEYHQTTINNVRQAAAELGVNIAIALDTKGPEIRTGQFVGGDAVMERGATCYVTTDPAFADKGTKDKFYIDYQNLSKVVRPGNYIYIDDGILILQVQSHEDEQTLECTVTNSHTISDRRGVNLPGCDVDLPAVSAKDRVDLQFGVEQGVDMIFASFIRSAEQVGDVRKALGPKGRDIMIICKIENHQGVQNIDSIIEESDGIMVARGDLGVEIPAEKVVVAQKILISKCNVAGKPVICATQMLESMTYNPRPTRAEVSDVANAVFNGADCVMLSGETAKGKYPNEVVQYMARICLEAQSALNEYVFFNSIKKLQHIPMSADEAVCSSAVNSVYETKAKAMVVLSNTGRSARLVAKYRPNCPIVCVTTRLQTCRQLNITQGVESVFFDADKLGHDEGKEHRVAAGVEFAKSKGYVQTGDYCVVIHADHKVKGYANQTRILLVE
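Purified LmPK (0.1 nM) converted ADP (0.1 mM) to ATP with PEP (0.5 mM) in imidazole buffer pH 7.2 with KCl and MgCl2, 1 h at room temperature. ATP was read by Kinase-Glo luminescence; data normalized to uninhibited and no-enzyme controls.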
Starred values were filed as active, the others as inactive; u = inconclusive; x = no result given; & = joins results of further samples; [ ] = dose if it differs, or a comment. Unless noted, the call rests on the fitted dose curve; in most records, active means well fitted curve in the direction sought with a large enough effect; inconclusive means small, poorly fitted or top-dose-only effect, or another doubt; inactive means no such curve, though single readings can be large; an effect the other way counts as inactive or inconclusive.

# | canonical_smiles | Shiga toxin inh | CHX counter | AMA1 RON2 block | Pf growth 48h | Pf growth 96h | TbPYK inhibitor | LmPK inh
1 | O=C(CSc1nc2ccccc2o1)c1ccc2c(c1)OCCO2 | 98* | 40* | -10% | 79%[activator] | x | -3% | 0%
2 | CN(C(=O)CN1CCN(c2ccccc2F)CC1)C1CCCc2ccccc21 (centres undefined) | -3 | -6 | -7% | -6% | 16% | 1% | 0%
3 | CC(C)NS(=O)(=O)c1ccc(OCC(=O)NCc2cccnc2)cc1 | -10 | -3 | -3% | -21% | 62%[activator] | -4% | -13%
4 | CC(OC(=O)c1cc(S(=O)(=O)N(C)C)ccc1N1CCCC1)C(=O)NCc1ccccc1 (centres undefined) | -9 | -1 | 8% | 0% | -19% | 0% | 4%
5 | CNC(=O)Nc1ccc(Cn2cc(C(F)(F)F)ccc2=O)cc1 | -11 | 1 | 5% | u | u | 6% | 0%
6 | CC1CCCN(C(=S)SCC(=O)O)C1 (centres undefined) | -3 | -1 | 8%[11.6 µM] | u | 14% | 0% | 0%
7 | CC(CNC1CCCCC1)OC(=O)c1ccccc1 (centres undefined) | x | x | 0% | 1% | -3% | 4% | x
8 | CCOC(=O)c1cc(-c2ccccc2)sc1NC(=S)Nc1cc(C)ccn1 | -22 | -2 | 1% | u | 13µM* | 4% | 5%
9 | CCOc1ccccc1NS(=O)(=O)c1c(C)[nH]c(C)c1C(=O)N1CCCCC1 | 26 | -1 | -6% | 1% | 17% | 1% | 0%
10 | CCCCCC(=O)NNC(=S)NC(C)=O | -20 | -2 | 0% | u | 71%[activator] | -28% | 4%
11 | CCOc1c(C)cc(S(=O)(=O)NCc2ccccn2)c(C)c1C | -2 | 2 | 11% | 22% | 8% | -9% | -2%
12 | O=C(COC(=O)c1ccc(S(=O)(=O)N2CCCC2)cc1)NCc1cccs1 | 10 | 4 | 1% | 3% | -20% | -1% | 0%
13 | O=C(O)CC(Cc1ccc(Br)cc1)C(=O)O (centres undefined) | -8 | -4 | 19% | 1% | u | 1% | 9%
14 | CSc1cccc(NC(=O)CSc2ncccc2C(=O)Oc2cccc([N+](=O)[O-])c2)c1 | -1 | 17* | -6% | 27% | u | -7% | 1%
15 | CN(C)c1cc(NC(=O)CNC(C)(C)CC(C)(C)C)c2ccccc2n1 | -9 | 13 | u | 6% | 18% | 6% | 0%
16 | Cc1cccc(NC(=O)CN(C)S(=O)(=O)c2cccc3nsnc23)c1C | -14 | -1 | -7% | -4% | x | 2% | 1%
17 | CCOc1ccc(Oc2ccc(S(=O)(=O)N3CCOCC3)cc2NC(=O)C2=COCCO2)cc1 | x | x | -7% | u | u | 2% | x
18 | CC(=O)c1ccc(OCc2cc(C(=O)NC(C)Cc3ccccn3)no2)cc1 (centres undefined) | -4 | 1 | 20% | -3% | 27% | -1% | 7%
19 | CC(=O)Nc1ccc(S(=O)(=O)Nc2cccc(NC(=O)c3ccco3)c2)cc1 | -7 | -2 | 6% | -2% | 21% | 4% | 12%
20 | O=c1cc(/C=C/c2ccccc2)oc2ccccc12 | 107* | 47* | -9% | u | -1% | -2% | -24%
21 | O=C(CN1C(=O)CSCC1=O)Nc1ccc2c(c1)OCO2 | -6 | 3 | -3% | 26% | 22% | -6% | 2%
22 | CCCn1c(=O)c2ccccc2n2c(SCC(=O)c3cc(C)n(CC4CCCO4)c3C)nnc12 (centres undefined) | -4 | -8 | x | -3% | x | x | 4%
23 | CCC(C)NC(=O)N[C@@H](Cc1ccccc1)C(=O)O (some centres undefined) | -24 | 2 | u | 7% | 0% | 3% | -1%
24 | CC(C)c1ccc(C2c3[nH]c4ccccc4c3C[C@H]3C(=O)N(c4ccccc4C(=O)N4CCC(C(=O)O)CC4)C(=O)N23)cc1 (some centres undefined) | -3 | 2 | -8% | 1.7µM* | 1.5µM* | 7% | 0%
25 | Cc1c([N+](=O)[O-])c([N+](=O)[O-])nn1CC(=O)NCCc1ccccc1 | -6 | 5 | -6% | u | u | -8% | 1%

The closing 2 entries of the part before lead into the next:
# | canonical_smiles | Shiga toxin inh | CHX counter | AMA1 RON2 block | Pf growth 48h | Pf growth 96h | TbPYK inhibitor | LmPK inh
24 | CC(C)c1ccc(C2c3[nH]c4ccccc4c3C[C@H]3C(=O)N(c4ccccc4C(=O)N4CCC(C(=O)O)CC4)C(=O)N23)cc1 (some centres undefined) | -3 | 2 | -8% | 1.7µM* | 1.5µM* | 7% | 0%
25 | Cc1c([N+](=O)[O-])c([N+](=O)[O-])nn1CC(=O)NCCc1ccccc1 | -6 | 5 | -6% | u | u | -8% | 1%
26 | CCOC(=O)c1ccc2c(c1)nc(SCC(=O)NC(C)C)n2CC | -7 | 8 | -11% | 16% | 15%[5.75 µM] | -1% | 6%
27 | CC(C)CN(CC(C)C)c1nnc(N)s1 | -10 | -6 | -3% | 10% | u | 6% | 2%
28 | Cc1ccc(NC(=O)N2CCCC2C(=O)Nc2c(C)cc(C)cc2C)cc1 (centres undefined) | 19 | 10 | 2% | 22% | -20% | 5% | -4%
29 | Cc1cc(SC(C)C(=O)Nc2ncc(Cl)cc2Cl)nc2ccccc12 (centres undefined) | 22 | -3 | 0% | -3% | 11% | -14% | 3%
30 | COc1ccccc1N1CCN(C2CCCN(Cc3ccc(Cl)cc3)C2)CC1 (centres undefined) | -9 | -3 | -6% | -16% | 13µM* | -2% | 0%
31 | N#Cc1ccccc1NC(=O)COC(=O)CCc1ccccc1 | -6 | -5 | 0% | 7% | 50%[activator] | -8% | 1%
32 | O=S(=O)(NC1=NCCC1)c1ccc(F)cc1F | 12 | -3 | -2% | 0% | 20% | -3% | -2%
33 | COc1ccc(CC(=O)NNC(=O)c2cnccn2)cc1 | -6 | -3 | 110%[activator] | 8% | 23% | -1% | -4%
34 | CCO[C@H]1OC(C(=O)O)=C[C@@H](C)[C@@H]1CCCO | -9 | 0 | 9% | 45%[activator] | 73%[activator] | -4% | 2%
35 | CSc1cc(C)c(OCC(=O)Nc2ccc(NC(C)=O)cc2)c(C)c1 | -1 | 1 | 2% | -21% | -16% | 8% | 4%
36 | CC(=O)Nc1ccc(N/C=C/C(=O)c2ccc(C)o2)cc1 | 71* | 22* | 3% | 34%[activator] | x | 4% | -15%
37 | COc1ccc(/C=C(\NC(=O)c2ccccc2)C(=O)N/N=C/c2ccncc2)cc1 | -8 | -1 | 4% | u | u | -6% | 1%
38 | COC(=O)Cc1ccc2sc(-c3ccccc3)nc2c1 | 73* | 62* | 9% | 32% | 5% | u | 14µM*
39 | C[C@H](NC(=O)[C@H]1N2C(=O)c3ccccc3C2SC1(C)C)C(=O)N1CCC[C@H]1CO (some centres undefined) | 7 | -1 | 18% | u | -16% | -9% | -3%
40 | O=C(CSc1ncn[nH]1)Nc1ccccc1C(=O)O | -14 | -3 | 2% | 10% | 2.9µM* | -12% | 5%
41 | CCOC(=O)C(NC(C)=O)(Nc1ccc(S(=O)(=O)Nc2cc(C)on2)cc1)C(F)(F)F (centres undefined) | -12 | -1 | 1% | 20% | -2% | -15% | -1%
42 | Cc1ccc(-c2nc(NC(=O)CSc3cc(C)c4ccccc4n3)ns2)cc1 | -9 | -3 | -3% | 30% | 15µM* | -7%&-15% | 0%
43 | CC(NCC(=O)Nc1ccccc1C(=O)NC1CC1)c1cccc(C(F)(F)F)c1 (centres undefined) | x | x | 8% | u | u | -2% | x
44 | Cc1ccc(N/C=C2\C(=O)N(c3ccc(F)cc3F)C(c3cccnc3)S2(=O)=O)cc1 (centres undefined) | -6 | -4 | 15% | u | 8% | 1% | 8%
45 | CCCn1c(-c2ccc(F)cc2)cnc1SCC(=O)O | -5 | -1 | 0% | 5% | x | -11% | 5%
46 | O=C(NCCC1CCCCN1S(=O)(=O)c1ccc(F)cc1)C(=O)NCc1cccnc1 (centres undefined) | x | x | -18% | 2% | u | 0% | x
47 | Cc1ccc([N+](=O)[O-])cc1S(=O)(=O)Nc1ccc(C(=O)NCC2CCCO2)cc1 (centres undefined) | x | x | 6% | -12% | 8% | -7% | x
48 | NC(=O)C1CC(=O)N(c2ccc(OCC(=O)Nc3ccc(Cl)cc3)cc2)C1 (centres undefined) | 4 | -3 | 5% | 39%[activator] | -16% | 1% | 0%
49 | CC(=O)Nc1c(O)nc(SCC(=O)Nc2nnc(SCc3ccccc3)s2)[nH]c1=O | 3 | 7 | 79%[activator] | 42%[activator] | 105%[activator] | -14% | 0%
50 | Cc1cccc(Nc2c([N+](=O)[O-])cc(C(=O)N3CC(=O)Nc4ccccc43)cc2[N+](=O)[O-])c1 | -6 | -1 | u | 9.3µM* | u | 3% | 2%

Arranged by SMILES length (lowest first): some entries from above
# | canonical_smiles | Shiga toxin inh | CHX counter | AMA1 RON2 block | Pf growth 48h | Pf growth 96h | TbPYK inhibitor | LmPK inh
27 | CC(C)CN(CC(C)C)c1nnc(N)s1 | -10 | -6 | -3% | 10% | u | 6% | 2%
49 | CC(=O)Nc1c(O)nc(SCC(=O)Nc2nnc(SCc3ccccc3)s2)[nH]c1=O | 3 | 7 | 79%[activator] | 42%[activator] | 105%[activator] | -14% | 0%
47 | Cc1ccc([N+](=O)[O-])cc1S(=O)(=O)Nc1ccc(C(=O)NCC2CCCO2)cc1 (centres undefined) | x | x | 6% | -12% | 8% | -7% | x

Following part.
# | canonical_smiles | Shiga toxin inh | CHX counter | AMA1 RON2 block | Pf growth 48h | Pf growth 96h | TbPYK inhibitor | LmPK inh
51 | Cc1onc(-c2ccccc2)c1C(=O)Nc1ccc(S(=O)(=O)N2CCOCC2)cc1 | -16 | -7 | 24% | -12% | 196%[activator] | 0% | 2%
52 | CCOc1ccc(C(=O)OCC(=O)c2c(N)n(C)c(=O)n(C)c2=O)cc1OCC | -10 | -3 | -7% | x | u | 4% | 8%
53 | N#CCCn1c(C2CCCCC2)nc2ccccc21 | -23 | -3 | -2% | -6% | -53% | 5% | 0%
54 | COc1ccc(C2CC(=O)c3cnc(NC(=O)c4ccccc4OC)nc3C2)c(OC)c1 (centres undefined) | 6 | -1 | -15% | u | 9.3µM* | -9% | 6%
55 | COc1ccccc1C(=O)NCC(=O)OC(C)C(=O)NC1CCCCC1C (centres undefined) | x | x | -3% | -19% | -22% | -1% | x
56 | COc1cc(NC(=O)c2cccs2)c(C(=O)OCC(=O)NC(C)c2ccccc2)cc1OC (centres undefined) | -23 | 7 | 5% | u | x | -9% | 7%
57 | COC(=O)c1cc(C(=O)Nc2ccc(S(N)(=O)=O)cc2)cc([N+](=O)[O-])c1 | 17 | -1 | -10% | 10% | 12% | 1% | 7%

Quoted at random: 2 compounds from above, in no set order.
# | canonical_smiles | Shiga toxin inh | CHX counter | AMA1 RON2 block | Pf growth 48h | Pf growth 96h | TbPYK inhibitor | LmPK inh
52 | CCOc1ccc(C(=O)OCC(=O)c2c(N)n(C)c(=O)n(C)c2=O)cc1OCC | -10 | -3 | -7% | x | u | 4% | 8%
53 | N#CCCn1c(C2CCCCC2)nc2ccccc21 | -23 | -3 | -2% | -6% | -53% | 5% | 0%
